# Arr AP2 block = inhibitors of beta-arrestin/AP2 binding, primary screen, biochemical, GPCR trafficking, flow cytometry; beta-arrestin 1 C-terminal peptide binding to AP2 beta2-adaptin appendage (human); FITC-arrestin peptide / GST-AP2 beads; AP2 beta2 appendage carries R879A mutation; inhibition, % at 10 µM; actives 0.31% (n = 340,000); AID 504490, 2011;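 active = inhibition above a set limit, near 3 SD of compounds lacking own fluorescence, cut at about 54% in these data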;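 also: plate controls were DMSO wells for no effect and 5 µM unlabelled arrestin peptide for full effect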
#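 Material – AP2 appendage R879A on GSH beads · Buffer or medium – PBS with 0.05% Tween 20 and 0.1% BSA · Probe or stimulus – fluorescein-tagged arrestin peptide at 50 nM final · Incubation – compound with beads 12 min RT, then probe 1 h RT · Detection – high-throughput flow cytometry of beads, ex 488, em 535 nm · Evaluation – percent response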
# V-ATPase pH = regulators of yeast V-ATPase proton pumping, primary screen, pHLuorin cytosolic pH fluorescence. S. cerevisiae. response, % at 10 µM. actives 0.37% (n = 350,000). AID 504577, 2011; in the data active = response mostly above about 7.3%, no sharp cut-off; inactive = mostly below about 5.4%; also: actives read high; inactives centre near 0; some compounds called inactive have numbers as strong as hits; reference of the scale not given here
# DSG3 Ab inh = inhibitors of pemphigus antibody binding to DSG3, primary screen, biochemical, bead-based, flow cytometry, scFv-GFP; Desmoglein-3 (Homo sapiens), P32926; DSG3-coupled beads, scFv-anti-DSG3-GFP binding; active compounds read low; binding (percent of control), % at 10 µM; actives 0.48% (n = 310,000);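 active = binding more than 3 SD below its plate's average and above zero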;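 also: hits lower antibody fragment binding to DSG3; some compounds called inactive have numbers as strong as hits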
# Target sequence (P32926 whole entry, looked up, the tested form may be a part): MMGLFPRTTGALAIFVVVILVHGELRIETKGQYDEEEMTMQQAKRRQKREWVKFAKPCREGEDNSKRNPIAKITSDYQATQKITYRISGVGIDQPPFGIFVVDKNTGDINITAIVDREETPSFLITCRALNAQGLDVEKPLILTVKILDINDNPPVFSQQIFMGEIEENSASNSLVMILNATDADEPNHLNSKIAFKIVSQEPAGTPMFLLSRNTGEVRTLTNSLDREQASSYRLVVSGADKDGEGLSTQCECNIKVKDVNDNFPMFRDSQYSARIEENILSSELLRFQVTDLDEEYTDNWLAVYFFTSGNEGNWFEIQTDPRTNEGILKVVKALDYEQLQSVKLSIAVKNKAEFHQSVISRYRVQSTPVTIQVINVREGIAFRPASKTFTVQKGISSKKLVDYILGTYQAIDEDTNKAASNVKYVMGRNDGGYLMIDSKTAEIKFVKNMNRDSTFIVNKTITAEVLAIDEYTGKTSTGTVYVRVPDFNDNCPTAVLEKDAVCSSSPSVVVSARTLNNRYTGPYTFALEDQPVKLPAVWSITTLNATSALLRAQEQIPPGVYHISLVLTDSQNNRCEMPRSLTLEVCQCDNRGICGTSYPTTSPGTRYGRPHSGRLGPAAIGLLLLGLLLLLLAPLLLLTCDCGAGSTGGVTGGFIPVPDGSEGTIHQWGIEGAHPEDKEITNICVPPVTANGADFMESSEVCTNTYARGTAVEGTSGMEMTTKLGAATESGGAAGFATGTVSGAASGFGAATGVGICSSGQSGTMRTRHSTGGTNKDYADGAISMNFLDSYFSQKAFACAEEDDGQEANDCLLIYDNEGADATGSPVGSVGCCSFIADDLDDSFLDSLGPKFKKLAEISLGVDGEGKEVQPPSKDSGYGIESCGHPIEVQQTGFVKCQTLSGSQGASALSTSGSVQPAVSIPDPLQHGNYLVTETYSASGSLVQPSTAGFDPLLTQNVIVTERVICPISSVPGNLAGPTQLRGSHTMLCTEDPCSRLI
# An asterisk follows results filed as active.
# The first three records, to show the layout:
SMILES,Arr AP2 block,V-ATPase pH,DSG3 Ab inh
CCOC(=O)NC(=O)/C(N=Nc1cccc(C(F)(F)F)c1)=C(\C)O,33,-2,102
COC(=O)c1ccc(COc2ccc(/C=N/NC(N)=S)cc2)o1,25,2,116
COc1ccc(OC)c(-c2cc(C(=O)Nc3ccccc3C(N)=O)c3ccccc3n2)c1,-4,-1,109

# This part in full, from the first entry:
SMILES,Arr AP2 block,V-ATPase pH,DSG3 Ab inh
CCOC(=O)NC(=O)/C(N=Nc1cccc(C(F)(F)F)c1)=C(\C)O,33,-2,102
COC(=O)c1ccc(COc2ccc(/C=N/NC(N)=S)cc2)o1,25,2,116
COc1ccc(OC)c(-c2cc(C(=O)Nc3ccccc3C(N)=O)c3ccccc3n2)c1,-4,-1,109
CN(c1c[nH]c(=O)[nH]c1=O)C1CCCCC1,9,-3,106
Cn1cnc(S(=O)(=O)Nc2ccccc2N2CCOCC2)c1,2,-2,101
C/C(=N\n1c(C)nc2ccccc2c1=O)c1ccc(N)cc1,-4,-1,100
CCn1ncc([C@@H]2C[C@H]3CN(Cc4cccc(Cl)c4)C(=O)[C@]34CCCN24)c1C,24,3,182
COc1ccc(C)c(-n2c(=O)n(Cc3ccccc3)c(=O)c3[nH]cnc32)c1,-5,-2,111
O=C1c2nc3cc(-c4ccco4)[nH]n3c(=O)c2CN1C1CCCCC1,-1,6,108
O=C(O)CC1(CC(=O)Nc2cc(C(F)(F)F)cc(C(F)(F)F)c2)CCCCC1,-5,3,90
O=C(N/N=C/c1cc(Br)cs1)c1ccc2c(c1)OCCO2,5,2,101
O=C1c2ccccc2NC2(CCCC2)N1NS(=O)(=O)c1ccccc1,15,3,104
NNC(=O)c1sc2nc(N3CCOCC3)c3c(c2c1N)CCCC3,5,-3,104
Nc1c(C(=O)Nc2ccccc2)sc2ncc([N+](=O)[O-])cc12,-5,-4,100
CCNC(=S)/N=C(/Nc1ccccc1)Nc1nc(C)cc(C)n1,6,-3,106
O=[N+]([O-])c1ccc(COP(=O)(O)OCc2ccc([N+](=O)[O-])cc2)cc1,3,-3,108
O=C(NNc1nc2ccccc2o1)c1ccccc1,0,2,104
O=C(NNC(=O)c1cc2cc(OC(F)(F)F)ccc2[nH]1)c1ccc(Cl)cc1,9,-2,105
Clc1ccc(-c2cc(C3CCNCC3)[nH]n2)c(Cl)c1,38,1,100
COc1cc2c(cc1OC)C1(C)N(CC2)C(C(C)=O)=NN1c1ccc(Cl)cc1 (stereo not given),7,-3,113

# Reformatted with the structure last: entries from further up.
Arr AP2 block	V-ATPase pH	DSG3 Ab inh	SMILES
24	3	182	CCn1ncc([C@@H]2C[C@H]3CN(Cc4cccc(Cl)c4)C(=O)[C@]34CCCN24)c1C
-5	-2	111	COc1ccc(C)c(-n2c(=O)n(Cc3ccccc3)c(=O)c3[nH]cnc32)c1
-1	6	108	O=C1c2nc3cc(-c4ccco4)[nH]n3c(=O)c2CN1C1CCCCC1
-5	3	90	O=C(O)CC1(CC(=O)Nc2cc(C(F)(F)F)cc(C(F)(F)F)c2)CCCCC1
5	2	101	O=C(N/N=C/c1cc(Br)cs1)c1ccc2c(c1)OCCO2
15	3	104	O=C1c2ccccc2NC2(CCCC2)N1NS(=O)(=O)c1ccccc1
5	-3	104	NNC(=O)c1sc2nc(N3CCOCC3)c3c(c2c1N)CCCC3

# (continued)
SMILES,Arr AP2 block,V-ATPase pH,DSG3 Ab inh
Cc1ccccc1CN(c1ccc(C(=O)N2CCN(C)CC2)cc1)S(C)(=O)=O,6,-1,113
COc1ccc(-n2c(=O)c3c4c(sc3n3c(=S)[nH]nc23)COC(C(C)C)C4)cc1 (stereo not given),-30,2,101
Clc1ccccc1-c1ncnc2ccc(Br)cc12,4,2,115
O=C(Cc1cccs1)Nc1cccc(C(=O)Nc2ccc(C(=O)O)cc2)c1,18,1,101
CC(=O)N1CCC(=NNc2nc3ccccc3[nH]2)CC1,-1,2,149
CC1(C)CC(=O)C(N=Nc2ccc(C(F)(F)F)cc2[N+](=O)[O-])=C(O)C1,-8,8,96
Cc1cc(Br)ccc1OCc1nnc(-c2ccccc2)o1,8,1,106
COc1ccc(NC2=C(C(C)=O)C(c3ccc(OC)cc3)C(C(C)=O)C(C)(O)C2)cc1 (stereo not given),8,1,108
COc1cc(OC)c2c(c1)O/C(=C\c1ccccc1)C2=O,-6,0,98
CCOc1nc2c(c(-c3cccs3)c1C#N)Cc1ccccc1-2,-5,2,91
CC(C)(C)C(=O)Nc1cc(NC(=O)C(C)(C)C)cc(C(=O)Nc2c[nH]c(=O)[nH]c2=O)c1,5,2,103
COC(=O)c1cc(NC(=O)C(C)c2ccc(CC(C)C)cc2)ccc1O (stereo not given),-11,1,104
CSc1nc2c(c(=O)[nH]1)C(c1ccccc1)C1=C(CC(C)(C)CC1=O)N2 (stereo not given),7,0,103
C=CCSc1nc2ccsc2c(=O)n1-c1cccnc1,8,-1,103
O=[N+]([O-])CC(c1ccccc1)c1c[nH]c2ccccc12 (stereo not given),33,7,105
S=C1NCN(C2CCCCC2)CN1CCc1ccccc1,18,-1,110
Cc1cc(N2CCCC2=O)ccc1S(=O)(=O)NCCOc1ccccc1,5,-3,110
CC1(C)CC(=O)C2=C(C1)OC(N)=C([N+](=O)[O-])C2c1ccc(F)cc1 (stereo not given),12,-1,116
O=C(N/N=C/c1ccc([N+](=O)[O-])o1)c1ccncc1,41,1,109
COc1ccc(CC(=O)NC(=S)Nc2cccc(CO)c2)cc1,12,1,89
CCCCCCCCCCCCOC(=O)C[N+](C)(C)C,11,2,106
Cc1onc(-c2ccccc2)c1NC(=O)Nc1ccc(OC(F)F)cc1,39,2,103
O=C(O)c1cccnc1C(=O)N1CCc2c([nH]c3ccccc23)C1C(F)(F)F (stereo not given),6,3,107
CC1(C)CC(=O)c2ccc(OCc3ccc([N+](=O)[O-])cc3)cc2O1,5,0,92
O=C(N/N=C/c1c(O)ccc2ccccc12)Nc1ccccc1,10,-2,114
Cn1nc(-c2ccccc2)cc1NC(=O)Nc1ccccc1F,-7,5,93
Cc1csc2nc(NC(=O)c3ccccc3)sc(=O)c12,7,-2,96
CCOc1ccc2nc(COC(=O)c3ccncc3)c(C(=O)c3ccccc3)[n+]([O-])c2c1,-3,-3,96
NNC(=O)c1oc2nc(-c3ccccc3)cc(-c3ccco3)c2c1N,16,-7,95
O=C1NC(=Nc2ccc(F)cc2)SC1Cc1ccc(F)cc1 (stereo not given),36,-3,108
CCCN(c1ccc(C)cc1)c1nc(=O)c2cccnc2s1,10,-2,105
Cc1ccc(CNC(=O)c2ccccc2N(C)S(C)(=O)=O)cc1,-17,-2,94
N#C/C(=C\c1ccc2c(c1)OCO2)C(N)=S,33,-1,108
CCCN1CN=C(Nc2nc3ccccc3o2)NC1,3,5,95
CCOC(=O)/C(C#N)=N/Nc1c(C)n(C)n(-c2ccccc2)c1=O,20,-2,105
O=C(O)c1ccc(Nc2ncc([N+](=O)[O-])cc2[N+](=O)[O-])cc1,-3,-2,95
CN(C)c1cccc(N(C)C)c1CNC(=O)C(C)(C)C,-15,6,109
COc1ccc(OC)c2c(=O)cc(C(=O)O)[nH]c12,-5,5,106
O=C1CCCC2=C1C(c1ccc(O)c(O)c1)c1c(ccc3ncccc13)N2 (stereo not given),19,0,100
COc1cc(NC(=O)c2c(F)cccc2F)c(Cl)cc1Cl,16,1,99
O=C(O)c1ccccc1-n1cccc1C(=O)O,9,4,100
CC1CCC2(CC1)NC(=S)N(C(C)(C)C)N2 (stereo not given),7,4,104
O=C(Cc1cccs1)N/N=C/C=C\c1ccccc1[N+](=O)[O-],10,-2,108
COCCN=C1NC(=O)C(CC(=O)Nc2cccc(Cl)c2C)S1 (stereo not given),21,0,101
O=C1CNC(=S)N1CCc1ccc(O)c(O)c1,40,-2,103
Cc1ccc(C(=O)NCCN2CCNC2=O)cc1,1,0,87
O=C1CCCN1CCCNC(=S)Nc1ccccc1,29,-2,107
CCOC(=O)CN1C(=O)S/C(=C\c2ccc(-c3cccc(C(=O)O)c3C)o2)C1=O,0,1,102
CCCc1nc(NCCO)c(C#N)c2c1CCCC2,8,3,108
O=C(N/N=C(\CC(=O)c1cccs1)C(F)(F)F)c1ccncc1,40,3,96
O=C(NCCN1CCOCC1)c1cnn2c1NC(c1cccs1)CC2C(F)(F)F (stereo not given),18,4,96
CCn1nc(C)c(Br)c1-c1nc(CS(=O)(=O)c2ccsc2)no1,0,0,112
COc1ccccc1C(=O)Nc1ccccc1C(=O)Nc1ccccc1,-8,5,99
CCCc1nc2oc3ccccc3c(=O)c2c(=O)n1-c1ccc(C)cc1,37,1,106
CC(=O)Nc1ccc2c(c1)ncn2-c1ccccc1,7,1,97
Cc1ccc(S(=O)(=O)N2CCCN(c3nccc(C(F)(F)F)n3)CC2)cc1,6,1,94
Cc1cc(/C(N)=N/OC(=O)c2ccc(Cl)cc2)no1,0,-4,95
Nc1nn(-c2ccccc2)c(N)c1N=Nc1cccc(F)c1,5,3,99
O=C(O)CC1(CC(=O)Nc2ccc3ccccc3n2)CCCCC1,4,7,96
NC(=S)N/N=C/c1coc2ccc(F)cc2c1=O,39,-3,104

# Reprinted from the part before: two entries, followed by the next part.
SMILES,Arr AP2 block,V-ATPase pH,DSG3 Ab inh
O=C(O)CC1(CC(=O)Nc2ccc3ccccc3n2)CCCCC1,4,7,96
NC(=S)N/N=C/c1coc2ccc(F)cc2c1=O,39,-3,104
Cc1nc(-c2ccccn2)nc(SCC(=O)c2ccccc2)c1Cl,2,0,101
CC(=O)Nc1ccc(NS(=O)(=O)c2ccc(-c3csc(C)n3)s2)cc1,4,2,111
Fc1ccc(Oc2nc(-c3ccccn3)nc3ccccc23)cc1,12,-3,96
CCN(CC)c1c([N+](=O)[O-])c(=O)n(CC)c2ccccc12,-3,0,99
Cc1ccc(S(=O)(=O)N(OCc2ccccc2)C(C)C(=O)O)cc1 (stereo not given),-10,1,102
CO/N=C1\CCCc2c(C(=O)NN)sc(SC)c21,9,1,100
O=C(NCCc1ccccc1)c1ccccc1C(=O)NCCc1ccccc1,-2,-3,107
O=C(O)COCC(=O)NC1CCN(Cc2ccccc2)CC1,-1,2,116
CC1=NN(c2ccccc2)C(=O)/C1=C\C=C\c1ccccc1,7,1,96
CCOc1ccc(/C=N/NC(=S)NC2CC3CCC2C3)cc1 (stereo not given),-9,-1,104
Cn1c(=O)c(C(=O)c2ccccc2)c(O)c2ccccc21,-5,-3,109
CCOC(=O)c1cccc(NC(=O)Nc2ccc3c(c2)C(=O)OC3)c1,-2,0,107
C=CCn1c(SCc2ccc(F)cc2)nnc1-c1sc2nc(C)cc(C)c2c1N,2,5,96
CSC1=NCCN1CCOc1ccccc1,-14,1,107
CC(C)Oc1ccc(CSc2ncn[nH]2)cc1,5,-1,105
CCOC(CC(=O)NNC(=O)c1c(-c2c(Cl)cccc2Cl)noc1C)OCC,9,10,96
Cc1[nH]n(-c2ccccc2)c(=O)c1/C=N/c1nn[nH]n1,38,3,103
O=C(O)c1ccc[n+](Cc2ccc([N+](=O)[O-])cc2)c1,26,2,99
NS(=O)(=O)c1cnccc1NCCc1ccccc1,47,2,104
COc1ccc(C(=O)CSc2nc3ncccc3[nH]2)cc1OC,34,-1,96
CN(CC#CC(O)(c1ccccc1)c1ccccc1)C(C)(C)C,-11,-1,96
CCC(C)(C)NC(=O)CCCSc1nc2ccccc2s1,25,4,100
NC(=O)c1cc(N)ccc1N1CCCCC1,-2,1,260
Cn1cccc1/C=N/NC(=O)Cc1cccs1,38,-1,95
CCOC(=O)c1cnc2c(c(C)nn2C)c1Oc1ccc(OC)cc1,24,3,102
Cc1ccc(Sc2ccc(N)cn2)cc1,16,1,93
O=S(=O)(c1ccccc1)C1Cc2ccccc2C1Cl (stereo not given),18,-4,108
Brc1ccccc1CN1CCN(Cc2c[nH]c3ccccc23)CC1,16,6,110
CCCN=Cc1ccc(O)cc1,-13,3,108
Cc1onc(-c2c(F)cccc2Cl)c1C(O)c1ccc(F)cc1 (stereo not given),-7,4,110
NS(=O)(=O)c1ccc(N=Cc2c(O)c3ccccc3oc2=O)cc1,18,0,99
O=C(Nc1cccc2cccnc12)c1ccccc1Cl,-8,-2,99
COc1cccc(C(c2c(N)[nH]c(=S)[nH]c2=O)c2c(N)[nH]c(=S)[nH]c2=O)c1,10,2,99
O=C(CN1CCN(C(c2ccccc2)c2ccccc2)CC1)N1CCN(c2ccccc2)CC1,-4,2,102
Cc1cc(OCc2nnc(SC(C)C(=O)O)n2Cc2ccccc2)ccc1Cl (stereo not given),-1,-3,105
CSc1ccc(C2NN=C(c3ccccc3)S2)cc1 (stereo not given),22,4,98
NC(=O)c1c(NC(=O)c2cccnc2)sc2c1CCCC2,33,0,101
O=C1CCCN1CC(O)CS(=O)(=O)Cc1ccc(Cl)cc1 (stereo not given),7,2,104
COc1ccc(NC(=S)N2CCN(C)CC2)cc1,4,-3,106

# Only part of the results is shown (hit frequency here may not be typical).
